Assay outcomes deposited in PubChem BioAssay by several laboratories.
Fh CTSL1 inh – blocks F. hepatica cathepsin L1 in PFM18AAP counter-screen | recombinant F. hepatica cathepsin L1, Z-Leu-Arg-MCA fluorescence | 0.49% of 300,000 active | inhibition, % at 5.96 µM | AID 1906;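 active = inhibition above the mean of all tested compounds plus 3 SD, set per screening campaign, cut at about 17% in these data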;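 note: 0% = plate median of test compound wells and 100% = 1 µM Z-Phe-Ala-diazomethylketone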
core dimer inh – HCV core protein dimerization inhibition | TR-FRET GST/Flag-core106 dimerization, 1536-well | inhibition, % at 5 µM | 0.33% of 300,000 active | AID 1899;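 active = inhibition above the mean of all tested compounds plus 3 SD, set per screening campaign, cut at about 45% in these data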
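test system = GST/Flag-tagged HCV core106 proteins | probe or stimulus = Eu donor and XL665 acceptor anti-tag antibodies | times = compound-protein-antibody incubation 4 h at 22.5 °C | signal = TR-FRET, excitation 340 nm, emission 617 and 671 nm | measure = percent inhibition of core106 dimerization signal | controls = wells lacking GST-core106 and wells with excess unlabelled core106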
LYPLA2 inh – blocks human lysophospholipase 2, a PME1 counter-screen; O95372; recombinant LYPLA2, FP-Rh probe fluorescence polarization; inhibition, % at 5.9 µM; 0.38% of 320,000 active;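 active = inhibition above the screen-wide mean plus 3 SD, limit set per campaign, cut at about 26% in these data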;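 note: 0% = LYPLA2 with DMSO and 100% = wells lacking LYPLA2 enzyme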
Target sequence (O95372 whole entry, looked up): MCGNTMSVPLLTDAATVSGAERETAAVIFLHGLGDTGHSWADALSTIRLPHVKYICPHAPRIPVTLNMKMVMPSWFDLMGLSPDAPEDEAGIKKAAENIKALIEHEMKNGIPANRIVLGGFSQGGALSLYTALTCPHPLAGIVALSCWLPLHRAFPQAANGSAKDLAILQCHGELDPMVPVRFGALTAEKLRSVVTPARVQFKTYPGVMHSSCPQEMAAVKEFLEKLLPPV
Efflux pump mplx – inhibitors of Candida antifungal efflux pumps expressed in yeast | S. cerevisiae Candida pump triplex, Nile Red efflux | inhibition, % at 10 µM | 0.44% of 330,000 active;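 active = plate passing quality check with inhibition over a set limit, or well fluorescence over plate mean plus 4 SD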;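 note: Nile Red retained in pooled yeast measured as flow cytometry median fluorescence; 0% = buffer negative control and 100% = Enniatin B positive control; higher means more Nile Red kept so more efflux inhibition; some compounds called inactive have numbers as strong as hits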
TPT1 inh – C. albicans TPT1 enzyme inhibition. recombinant caTPT1, FP RNA substrate dephosphorylation. inhibition, % at 5 µM. 0.81% of 300,000 active;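 active = inhibition above the mean of all tested compounds plus 3 SD, set per screening campaign, cut at about 24% in these data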;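 note: plate controls were DMSO alone for no effect and ferristatin control at 100 nM for full effect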
PP1 inh – PP1-alpha (human) inhibition in PP5 counter-screen | P62136 | purified PP1alpha, OMFP fluorescence | inhibition, % at 6.7 µM | 0.9% of 320,000 active | AID 2235;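 active = inhibition above the mean inhibition of all tested compounds plus 3 SD, computed separately for each screening campaign, cut at about 15% in these data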
Target sequence (P62136 whole entry, looked up): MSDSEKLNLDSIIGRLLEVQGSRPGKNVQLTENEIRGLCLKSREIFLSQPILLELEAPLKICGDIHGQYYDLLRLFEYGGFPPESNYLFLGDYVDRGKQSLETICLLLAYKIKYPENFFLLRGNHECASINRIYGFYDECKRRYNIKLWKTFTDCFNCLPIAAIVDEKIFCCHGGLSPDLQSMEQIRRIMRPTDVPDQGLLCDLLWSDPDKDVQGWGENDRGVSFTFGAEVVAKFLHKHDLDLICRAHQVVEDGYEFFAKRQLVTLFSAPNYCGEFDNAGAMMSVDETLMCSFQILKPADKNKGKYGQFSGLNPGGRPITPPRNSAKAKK
JMJD2C inh – human JMJD2C demethylase inhibition | Q9H3R0 | 0.069% of 330,000 active | GST-JMJD2C(1-420) H3K9me3 demethylation, DELFIA europium | inhibition, % at 2.35 µM;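 active = more than half of a compound's replicate wells show inhibition beyond 50%, single wells judged on their own value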;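 note: signal counts dimethyl H3K9 product captured on neutravidin plate; 0% = median of DMSO wells and 100% = 0.3 times that DMSO median; strong numbers were not always called active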
Target sequence (Q9H3R0 1-420 limits assumed): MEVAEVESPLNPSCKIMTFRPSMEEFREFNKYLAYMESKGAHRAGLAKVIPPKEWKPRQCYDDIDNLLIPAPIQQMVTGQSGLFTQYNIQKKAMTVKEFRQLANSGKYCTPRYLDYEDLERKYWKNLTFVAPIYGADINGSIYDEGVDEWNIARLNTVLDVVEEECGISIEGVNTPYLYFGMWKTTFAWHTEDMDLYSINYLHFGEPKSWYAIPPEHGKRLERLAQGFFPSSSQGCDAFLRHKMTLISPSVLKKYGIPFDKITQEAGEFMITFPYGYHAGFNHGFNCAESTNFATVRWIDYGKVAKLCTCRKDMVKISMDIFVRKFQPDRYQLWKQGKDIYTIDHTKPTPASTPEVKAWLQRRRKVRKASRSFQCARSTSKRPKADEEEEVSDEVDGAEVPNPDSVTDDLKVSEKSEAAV
PREPL inh – inhibits the human prolyl oligopeptidase-like enzyme | Q4J6C6 | recombinant PREPL, fluorescence polarization activity-based probe | inhibition, % at 5.96 µM | 0.68% of 320,000 active; in the data active = inhibition above about 43%;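 note: 0% = enzyme with DMSO and 100% = wells lacking enzyme; many of its hits are not listed in these tables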
PP5 inh – PP5 (human) phosphatase inhibition; P53041; purified PP5c, OMFP substrate fluorescence; inhibition, % at 6.7 µM; 0.18% of 320,000 active;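 active = inhibition above the campaign's mean inhibition across all tested compounds plus 3 SD, cut at about 9.5% in these data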;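 note: 0% = DMSO only and 100% = 100 µM cantharidin control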
* hit, by the source's call; / = no result given; & = joins results of further samples. These rows are one share of the data. The share of hits here may be higher or lower than overall.

SMILES	Fh CTSL1 inh	core dimer inh	LYPLA2 inh	Efflux pump mplx	TPT1 inh	PP1 inh	JMJD2C inh	PREPL inh	PP5 inh
CCCC[n+]1c(C)sc2cc(OC)ccc21	-2	-6	-1	-0.2	-2	1	2	11	-3.4
COc1ccc(CCNC(=O)C2CCN(S(=O)(=O)N3CCCCC3)CC2)cc1OC	-7	3	-1	0.1	-1	-6	6	7	1.3
CCOc1ccc(S(=O)(=O)N(C)CC(=O)NCc2ccccn2)cc1Cl	0	5	-4	-0.2	1	-1	3	-12	-0.9
COc1ccc(NC(=O)C2CCN(C(=O)[C@@H]3Cc4ccccc4CN3)CC2)cc1	4	-4	3	0.1	-1	3	-1	1	1.1
Cc1cc(=O)n2c3ccccc3n(CC(O)CN3CCOCC3)c2c1C#N (stereo not given)	0	0	1	0.1	0	2	10	-2	-0.4
O=c1ccc(S(=O)(=O)N2CCCC2)cn1Cc1ccc(F)cc1	/	/	-1	0.1	/	-1	3	4	4.1
CC(Oc1ccc2c(c1)oc(=O)c1ccccc12)C(=O)NC(Cc1c[nH]c2ccc(O)cc12)C(=O)O (stereo not given)	0	-3	-3	0.0	4	-1	0	-1	1.6
Cc1ncc[nH]1	/	/	1	0.2	/	-1	0	12	4.2
CCN(CC(=O)Nc1ccccc1C(F)(F)F)C(=O)CCOc1ccccc1C	7	-11	-3	0.1	3	8	1	-2	-0.7
CC(=O)O[C@H]1C(=O)[C@@]2(C)C([C@H](OC(=O)c3ccccc3)[C@]3(O)C[C@H](OC(=O)[C@H](O)[C@@H](NC(=O)c4ccccc4)c4ccccc4)C(C)=C1C3(C)C)[C@]1(OC(C)=O)CO[C@@H]1C[C@H]2O (stereo not given in full)	4	5	-11	0.1	-2	5	-1	-3	5.4
Cc1ccn2c(NC3CCCC3)c(-c3cccs3)nc2c1	3	-12	-3	0.0	-5	1	-2	5	0.8
O=C(Cn1c(=O)c2cccn2c2ccc(F)cc21)NCCCN1CCN(c2ccccc2F)CC1	6	-15	-2	0.0	0	0	1	-32	0.0
CC1(C)Cc2nc3n[nH]c(N)c3cc2CO1	4	-4	0	-0.1	-5	-5	0	21	1.5
CCc1cc(=O)oc2cc(C)cc(OCC(=O)N3CCC(C(=O)NC(C)C)(c4ccccc4)CC3)c12	1	4	4	-0.1	-1	-2	7	-17	-1.4
O=C(O)c1ccccc1NC(=O)c1ccccc1Nc1ccccc1	3	-2	9	-0.2	-5	17*	1	4	4.8
COc1ccccc1N(Cc1cc(=O)[nH]c2ccccc12)C(=O)c1cccc([N+](=O)[O-])c1	3	-2	4	0.1	2	-3	-11	-56	2.7
O=C(Nc1cc(S(=O)(=O)N2CCOCC2)ccc1O)c1ccco1	-3	1	-6	-0.1	-2	-7	15	-2	0.3
O=C(NCCc1ccccc1)C(=O)c1c[nH]c2ccccc12	6	-18	4	-0.2	0	2	-6	-4	1.7
COc1cc(S(=O)(=O)N(Cc2cccc(OC)c2OC)CC2CCCO2)ccc1-n1cnnn1 (stereo not given)	-2	0	-3	0.0	-5	-3	-7	-7	0.3
CC(C)(C)NC(=O)NC(=O)COC(=O)c1cc(=O)[nH]c2ccccc12	-6	-2	-7	-0.2	-2	-3	-1	-3	-1.2
COc1ccc(C(CC(=O)N2CCOCC2)C(C)C)cc1 (stereo not given)	4	4	-2	0.1	8	-3	-24	18	1.2
Cc1ccccc1-c1cc(C(=O)NCc2cccs2)n(CC2CC(c3cccnc3)=NO2)n1 (stereo not given)	/	/	-5	-0.1	/	2	1	5	-0.7
CCn1cc(/C=C(\NC(=O)c2ccccc2Cl)C(=O)NCCN2CCOCC2)c2ccccc21	4	-5	-2	-0.1	0	1	0	-5	-3.7
CCC(C)(C)NC(=O)C(c1ccc(OC)cc1)N(Cc1ccccc1)C(=O)CCC(=O)Nc1cc(C)on1 (stereo not given)	-3	0	-5	-0.1	0	2	-5	4	0.6
CCC(CO)NC1=CC(=O)CCC1 (stereo not given)	0	-12	0	-0.1	-1	-2	-5	12	4.2
O=c1[nH]c(C2CCCN(S(=O)(=O)c3ccccc3)C2)nc2c1nnn2Cc1ccccc1F (stereo not given)	0	12	-2	0.1	-1	-2	0	-3	4.3
COc1ccccc1N(CC(=O)Nc1ccccc1C)S(C)(=O)=O	-1	-3	4	0.0	-1	-4	0	7	0.0
Cc1cc(C(=O)O)ccc1[N+](=O)[O-]	/	/	-12	-0.1	/	-6	9	4	0.0
CC(C)(C)n1ncc2c(=O)n(CC(=O)N3CCCCC3)cnc21	1	6	-1	-0.1	0	-1	-1	7	-0.3
Cc1ccc(C(=O)NNC(=O)c2ccncc2)cc1C	-4	-1	2	-0.1	-5	-2	4	-4	2.7

Single values from the results shown.
Under TPT1 inh, Cc1ccc(C(=O)NNC(=O)c2ccncc2)cc1C shows -5
Under PP5 inh, CCC(C)(C)NC(=O)C(c1ccc(OC)cc1)N(Cc1ccccc1)C(=O)CCC(=O)Nc1cc(C)on1 (stereo not given) shows 0.6

Later entries:
SMILES	Fh CTSL1 inh	core dimer inh	LYPLA2 inh	Efflux pump mplx	TPT1 inh	PP1 inh	JMJD2C inh	PREPL inh	PP5 inh
CNC(=O)c1ccc(-c2ccc(OC)cc2)s1	2	0	6	0.1	5	-3	-2	-13	3.9
CCCSc1nc(O)c(C2OC(=O)c3c2ccc(OC)c3OC)c(=O)n1C (stereo not given)	1	-2	-1	-0.2	-1	1	14	-12	-1.1
CCCCCc1ccc(-c2cn(CN3C(=O)c4ccccc4C3=O)nn2)cc1	0	-9	-2	0.2	-4	3	9	-6	4.8
O=C(NC1(C(F)(F)F)Oc2ccccc2O1)N1CCCC1	-3	0	0	-0.1	-4	-1	14	-4	-0.1
COc1ccc2sc(N(CCCN(C)C)C(=O)c3ccc(S(=O)(=O)N(C)C4CCCCC4)cc3)nc2c1	-1	-8	10	-0.1	1	2	15	18	1.7
CCOC(=O)C1=C(C)NC(=S)NC1c1cc(C)sc1C (stereo not given)	-4	-1	3	-0.1	-1	-4	-36	16	-0.8
Cc1ccc(C(=O)NNC(=O)CSc2nnc(-c3ccccc3)n2Cc2ccccc2)cc1	-6	4	3	0.0	0	3	1	0	0.9
O=[N+]([O-])c1ccc(CSc2nnc(SCc3ccccc3)s2)cc1	6	2	8	0.1	-2	5	-21	10	-0.6
CCN(CC)CCN(C(=O)c1ccc(S(=O)(=O)N(CC)c2ccccc2)cc1)c1nc2c(OC)ccc(OC)c2s1	1	7	-2	0.4	-3	4	-10	13	1.4
N#Cc1c(Nc2ccccc2)c(C=NCCN2CCOCC2)c[nH]c1=O	4	-4	-3	0.0	-7	-2	2	3	0.8
Nc1nnnn1/N=C/c1cccc(Br)c1	1	-3	1	0.1	-2	0	4	-13	3.4
Cc1cc(C)cc(N(CCC#N)C(=O)CSc2nc3nc(C)cc(C)n3n2)c1	-1	0	0	0.0	2	5	29	4	-0.9
C=CCOC(=O)CCP(=O)(CCC(=O)OCC=C)c1ccccc1	-3	-2	-2	0.0	-9	0	/	-10	-0.5
COc1ccc(NC(=O)CS(=O)(=O)Cc2nc(-c3ccc(C)cc3)oc2C)cc1	1	-2	7	-0.1	0	0	6	-4	-1.2
CC1CC(c2ccccc2)n2nc(NC(=O)c3ccco3)nc2N1 (stereo not given)	-5	-12	2	-0.1	-2	1	20	1	-1.3
O=C(CCc1ccccc1)N1CCN(Cc2ccc(F)cc2Cl)CC1	2	3	5	-0.1	2	-1	-18	21	3.1
Cc1cc(=O)c2c(o1)CC(C)(C)CC2=O	-3	0	8	-0.1	-1	-3	-2	14	2.5
C/C(N)=C(/C#N)C(=O)COC(=O)c1cccc2ccccc12	2	0	-6	0.0	-4	0	9	2	-1.0
COC(=O)c1c(C#N)c(N)nc2c1CCC2	0	2	13	0.0	3	-7	-5	5	1.3
CCOC(=O)N1CCN(C(=O)CSc2nnc(-c3cccc(Cl)c3)o2)CC1	-1	-1	3	0.1	0	-6	8	-10	-0.4
O=C(CCS(=O)(=O)c1ccccc1)Nc1ncc([N+](=O)[O-])s1	2	1	2	-0.1	1	-1	4	4	-1.9
Cc1ccc(OCC(=O)NCCNC(=O)c2cccnc2)cc1C	6	-11	-5	-0.1	-1	-12	12	4	-0.7
O=C(CSc1nnc(NC(=O)c2ccccc2F)s1)NCc1ccco1	1	-3	-5	0.5	2	-15	-6	-3	-4.3
Cc1ccc2c(CC(=O)Nc3c(C)n(C)n(-c4ccccc4)c3=O)coc2c1	-3	14	-3	0.0	2	-2	-6	13	2.3
COc1ccc(NC(=O)C2CCN(S(=O)(=O)c3ccccc3)CC2)cc1	1	-4	0	0.2	-4	-3	4	4	2.3
CCCCC(=O)Nc1cccc(NC(=O)c2cccc(Br)c2)c1	8	-6	-8	-0.1	2	-1	1	-19	3.2
CN1CCN(CCCNC(=O)c2cn(C3CCCCC3)c(=O)c3c2c2ccccc2n3C)CC1	-2	-2	6	-0.1	-4	5	15&12	8	-2.2
C/C(=N\NC(=O)CNc1cccc(C(F)(F)F)c1)c1ccc(Br)cc1	-3	0	-3	-0.1	-2	-2	-1	-1	0.7
Cc1ccccc1-c1nc2c(s1)CCc1onc(-c3cccc([N+](=O)[O-])c3)c1-2	-3	8	-12	0.0	-6	0	2	4	3.1
Cc1ccc(C(=O)OCC(=O)NC2CCCc3ccccc32)o1 (stereo not given)	/	/	5	0.3	/	-1	-10	9	2.3

Results in PP5 inh and core dimer inh, for some of the entries so far:
Structure,PP5 inh,core dimer inh
CN1CCN(CCCNC(=O)c2cn(C3CCCCC3)c(=O)c3c2c2ccccc2n3C)CC1,-2.2,-2
CCCCC(=O)Nc1cccc(NC(=O)c2cccc(Br)c2)c1,3.2,-6
O=C(CSc1nnc(NC(=O)c2ccccc2F)s1)NCc1ccco1,-4.3,-3

Next section:
SMILES	Fh CTSL1 inh	core dimer inh	LYPLA2 inh	Efflux pump mplx	TPT1 inh	PP1 inh	JMJD2C inh	PREPL inh	PP5 inh
COc1ccc(C(=O)N2CCNC(=O)C2CC(=O)Nc2cc(Cl)ccc2OC)cc1 (stereo not given)	-2	9	-2	0.0	-4	0	-5	-1	1.2
CC(C)OCCOc1ccc2oc(-c3ccco3)cc(=O)c2c1	3	25	0	0.0	3	2	3	-5	3.0
C/C(=N\NC(=O)C1CC1)c1cccc(NC(=O)c2cccc(Cl)c2)c1	-1	0	2	0.1	1	0	7	-11	3.5
O=C(Nc1nnc(SCc2ccccc2)s1)c1cccc([N+](=O)[O-])c1	-1	-5	2	-0.5	0	4	1	-4	0.7
O=C(CSC1=Nc2ccccc2C2=NC(CC(=O)NCc3ccco3)C(=O)N12)NCc1ccco1 (stereo not given)	1	-1	2	-0.2	-2	0	0	8	-0.5
COc1cc(/C=N/Nc2nc3ccccc3s2)cc([N+](=O)[O-])c1O	2	-7	5	-0.1	-5	5	-8	17	0.3
O=C(COC(=O)c1cnccn1)Nc1ccc(Cl)cc1	-23	20	-4	0.1	-4	2	8	-3	2.0
Cc1cc(NC(=O)CSc2nnc(-c3cccnc3)n2Cc2ccccc2)no1	-4	2	-2	0.0	1	3	37	5	-1.6
O=C(NCc1cccnc1)C(=O)NCC(c1ccco1)N1CCN(c2ccccc2)CC1 (stereo not given)	0	-6	4	0.2	1	0	-3	-25	3.3
CCC(=O)Nc1cc(C)c(NC(=O)c2ccccc2OC)cn1	3	-4	1	0.0	-4	6	-3	-3	-1.2
COc1ccc(NC2c3ncccc3C(=O)N2Cc2ccccc2)c(OC)c1 (stereo not given)	4	2	3	-0.1	3	5	2	16	4.3
